RXFP1 ag: agonists of human relaxin receptor RXFP1; HEK293T-RXFP1 cAMP TR-FRET, 30 min; response scale: percent of porcine relaxin response, buffer zero; Potency, µM (series often up to 57.5 µM), for the others: top-dose activation, usual class: activators; hit rate 0.3% among 370,000; AID 2676; note: potency is the fitted concentration of half-maximal effect; % is set by controls: 0 for no effect and ±100 for the full control effect; nearly all actives have a fitted effect of over 60% in size; many of its hits are not listed in these tables
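HEK293T cells stably expressing RXFP1 were pretreated with the PDE4 inhibitor Ro 20174, exposed to compounds for 30 min at 37C, lysed, and cAMP was read by TR-FRET. Data normalized to buffer (basal) and 29 nM porcine relaxin (100%).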
D2 PAM: D2 dopamine receptor (human) potentiation | hit rate 0.34% among 340,000 | AID 485347 | HEK293 T-REx D2, calcium flux, EC20 dopamine potentiation | P14416 | potentiation, % at 10 µM;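 active = potentiation over 3 SD above the plate norm, cut at about 30% in these data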; note: 0% is about no effect
Target sequence (P14416 whole entry, looked up): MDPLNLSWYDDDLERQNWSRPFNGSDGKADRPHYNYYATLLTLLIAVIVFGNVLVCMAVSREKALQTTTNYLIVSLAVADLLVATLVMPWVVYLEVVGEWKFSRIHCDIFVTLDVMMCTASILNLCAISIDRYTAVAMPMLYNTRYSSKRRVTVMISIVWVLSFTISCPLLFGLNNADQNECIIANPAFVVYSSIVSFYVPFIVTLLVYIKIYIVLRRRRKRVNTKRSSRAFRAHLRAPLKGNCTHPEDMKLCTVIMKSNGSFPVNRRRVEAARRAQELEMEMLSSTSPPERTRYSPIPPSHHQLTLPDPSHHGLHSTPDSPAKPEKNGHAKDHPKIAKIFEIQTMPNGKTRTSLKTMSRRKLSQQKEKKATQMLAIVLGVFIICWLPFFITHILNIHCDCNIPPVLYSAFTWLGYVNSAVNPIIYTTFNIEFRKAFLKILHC
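Using a no-wash calcium dye in inducible, force-coupled HEK293 Trex cells expressing D2, we tracked fluorescence each second for 180 s after compound, then for 180 s after EC20 dopamine to detect augmented signalling.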
D1 potentiator: potentiators of human D1 dopamine receptor | P21728 | HEK293 TREx D1 cells, calcium flux, dopamine EC20 potentiation | potentiation, % at 10 µM | hit rate 0.036% among 360,000 | AID 504651; in the data active = potentiation above about 30%; note: 0% is about no effect
Target sequence (P21728 whole entry, looked up): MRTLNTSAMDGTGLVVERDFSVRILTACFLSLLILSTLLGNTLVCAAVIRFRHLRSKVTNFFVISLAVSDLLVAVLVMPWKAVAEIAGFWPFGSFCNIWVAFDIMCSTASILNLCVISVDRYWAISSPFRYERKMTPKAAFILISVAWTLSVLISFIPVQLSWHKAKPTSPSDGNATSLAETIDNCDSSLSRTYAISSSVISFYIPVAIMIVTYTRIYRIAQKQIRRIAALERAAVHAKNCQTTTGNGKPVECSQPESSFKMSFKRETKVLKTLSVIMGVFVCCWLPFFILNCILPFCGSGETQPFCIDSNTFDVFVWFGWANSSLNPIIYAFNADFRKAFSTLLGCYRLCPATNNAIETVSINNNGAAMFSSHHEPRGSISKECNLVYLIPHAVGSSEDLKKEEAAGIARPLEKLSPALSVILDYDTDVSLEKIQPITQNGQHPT
Apoferritin bind: candidate novel general anesthetic via apoferritin binding; P02791; Potency, µM (series often up to 77.5 µM), for inactives: at the top dose activity change, negative = displacement, actives largely listed as inhibitors; apoferritin/1-aminoanthracene competitive binding, fluorescence; hit rate 0.074% among 350,000; note: potency is the fitted concentration of half-maximal effect; % is set by controls: 0 for no effect and ±100 for the full control effect; nearly all actives have a fitted effect of over 20% in size
Target sequence (P02791 2-175 limits assumed): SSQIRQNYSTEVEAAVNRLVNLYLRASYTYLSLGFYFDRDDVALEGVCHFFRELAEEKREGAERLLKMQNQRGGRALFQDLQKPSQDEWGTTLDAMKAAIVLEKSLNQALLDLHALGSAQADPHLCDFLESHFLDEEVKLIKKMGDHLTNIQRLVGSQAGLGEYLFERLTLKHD
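Horse-spleen apoferritin (10 uM) in 50% saturated 1-aminoanthracene in PBS was incubated 10 min at room temperature with compound. Fluorescence (ex 380, em 535 nm) was normalized to free and bound 1-AMA, with concentration-response fitted by a four-parameter Hill equation.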
TRHR PAM: TRH receptor (human) allosteric enhancement | hit rate 0.66% among 360,000 | P34981 | AID 493056 | TRHR cells, fluo-8 calcium fluorescence, EC20 TRH enhancement | enhancement, % at 2 µM; in the data active = enhancement above about 30%; note: 0% is about no effect
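Enhancer read-out: after compound pinning and an initial kinetic agonist-mode read, an EC20 of TRH (10 nM final) was injected and fluo-8 calcium signal (Ex 480/Em 530) followed at 1 s/cycle for 100 cycles in TRHR-expressing cells.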
D1 agonist: activates the human D1 dopamine receptor; P21728; HEK293 T-REx D1 cells, calcium flux, agonist mode; activation, % at 2 µM; hit rate 1% among 360,000; in the data active = activation above about 30%; note: 0% is about no effect
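Agonism was scored from calcium flux recorded over 180 s (1 read/s) after pintool compound addition, following a 10-cycle baseline. Cells were inducible force-coupled HEK293 TREx D1, plated overnight at 30 C and loaded with no-wash calcium dye.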
D1 antagonist: blocks dopamine activation of the human D1 receptor. P21728. HEK293 TREx D1 cells, calcium flux, dopamine EC80; hits give low values. activity change, negative = inhibition, % at 10 µM. hit rate 3.2% among 360,000. AID 504652; in the data active = activity change below about -30%; note: % is set by controls: 0 for no effect and ±100 for the full control effect
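Using tetracycline-induced force-coupled D1 Hek293 cells and a calcium dye, signals were followed for 180 s after compound, then for 180 s after EC80 dopamine, to detect inhibitors.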
TRHR agonist: activates the human TRH receptor; TRHR cells, calcium flux fluo-8, FDSS agonist mode; P34981; AID 493084; hit rate 0.18% among 360,000; activation, % at 2 µM; in the data active = activation above about 30%; note: 0% is about no effect
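TRHR-expressing cells loaded with fluo-8 calcium dye; 23 nL library compound pin-transferred, kinetic FDSS fluorescence (Ex 480/Em 530) recorded about 180 s for agonist-induced calcium release, before a 10 nM TRH EC20 addition for potentiator mode.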
RXFP1 antagonist: blocks the human relaxin receptor RXFP1 | hit rate 0.59% among 350,000 | Q9HBX9 | activity change, negative = inhibition, % at 57.5 µM | AID 1259400 | HEK293-RXFP1, relaxin-stimulated cAMP HTRF, 30 min; hits give low values;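 active = activity change of -60% or lower, but not beyond a set lower limit; inconclusive = change between -60% and -40%, or beyond the set limit; inactive = change above -40%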; note: % is set by controls: 0 for no effect and ±100 for the full control effect
The depositor's hits bear a star; ? = inconclusive; · = not tested or not shown; & = joins results of further samples; [ ] = another dose, or the depositor's remark. Unless noted, calls come from the whole dose curve; as a rule, active = well fitted curve in the direction sought with a large enough effect; inconclusive = small, poorly fitted or top-dose-only effect, or another doubt; inactive = no such curve, though single readings can be large; an effect the other way counts as inactive or inconclusive. An excerpt (hit frequency here may not be typical).

SMILES	RXFP1 ag	D2 PAM	D1 potentiator	Apoferritin bind	TRHR PAM	D1 agonist	D1 antagonist	TRHR agonist	RXFP1 antagonist
CCOC(=O)c1sc(C)c2c(=O)n(Cc3ccc(Cl)cc3)cnc12	1.1%	·	0	-7%	1	0	-7	0.1	-12
CCc1ccc(-n2nc3cc(C)c(NC(=O)c4ccccc4C)cc3n2)cc1	-0.3%	2	-2	-3%	0	-1	1	1.3	9
CC(C)(C#N)NC(=O)C1CCCN1S(=O)(=O)c1ccc2ccccc2c1 (centres undefined)	-3.4%	13	1	-4%	1	-2	-7	-0.4	8
CC1=C(C#N)C(NC(=O)C2CC2)(C(F)(F)F)C(=O)N1 (centres undefined)	0.0%	4	-5	7%	1	1	-4	0.4	2
Cc1ccc(C(=O)NNc2cc(=O)n(C)c(=O)n2C)cc1C	1.3%	4	-6	5%	-8	2	3	0.5	15
Cc1ccc(-c2nnc(C3CCN(S(=O)(=O)c4ccc(C)c(C)c4)CC3)o2)cc1	-2.5%	8	1	1%	0	4	-13	-2.1	-7
CC(=O)Nc1ccc(CN2CCCC(CCC(=O)NCc3ccccc3F)C2)cc1 (centres undefined)	-0.2%	15	4	-8%	2	2	-6	0.3	-3
CCCNC(=O)C1CCN(Cc2cc3ccccc3n2Cc2ccccc2)CC1	2.8%	-19	2	4%	-2	12	38	0.8	-15
Cc1ccccc1C(=O)Nc1nnc(SCc2cc(=O)c3c(C)ccc(C)c3[nH]2)s1	-1.6%	-7	-5	48%[activator]	-2	10	-28	-0.5	8
O=C(NCCCN1CCCCCC1)c1ccc2c(Cl)c3c(nc2c1)CCCC3	2.8%	-5	-11	?	-1	-3	-5	-0.5	-5
C=CCN(c1ccccc1OC)S(=O)(=O)c1ccc(Cl)c(C(=O)Nc2ccc(N3CCOCC3)cc2)c1	0.1%	·	2	-15%	1	0	4	-1.1	-7
CCc1ccc2c(c1)C(=O)c1ccccc1C2=O	2.1%	-3	2	3%	-7	0	-6	-2.1	6
COc1ccc(NC(=O)CNC(=O)Cn2cnc3sc4c(c3c2=O)CCCC4)cc1OC	17%	-7	-7	-1%	1	1	-8	-0.1	13
CC1CCC(NC(=O)C(NS(=O)(=O)c2cccc3nsnc23)C(C)C)CC1 (centres undefined)	0.5%	5	1	-7%	-4	0	7	-0.3	9
Cc1ccc2c(c1)cc(CN(Cc1ccco1)C(=O)N1CCOCC1)c1nnnn12	0.6%	14	-9	-13%	-5	1	-13	-0.2	-2
COc1ccc(Cl)cc1S(=O)(=O)Nc1ccc2[nH]c(=O)[nH]c2c1	-0.1%	-2	-1	-3%	1	0	-3	0.5	3
COc1ccc(-c2nc3c4c(ncn3n2)-c2ccccc2CC42CCCC2)cc1	1.6%	-3	-16	-2%	2	1	-22	-0.3	6
COc1ccc(CCNC(=O)CSc2n[nH]c(N)n2)cc1OC	1.0%	6	·	-7%	11	6	5	0.4	-2
CC1CC1C(=O)N(C)CC(=O)Nc1ccc(Cl)c(C(F)(F)F)c1 (centres undefined)	-1.5%	-17	-4	·	-8	8	1	-0.2	-4
O=C(c1ccc(CNS(=O)(=O)c2cccc(Cl)c2)cc1)N1CCCC1	-0.2%	-7	-3	-3%	5	6	0	0.1	13
CCc1ccc(-c2cc(C)no2)cc1S(=O)(=O)Nc1cc(OC)c(OC)c(OC)c1	0.1%	·	0	?	-4	4	-30	-0.4	-27
Cc1c(C(=O)OC/C(O)=C(\C#N)c2nc3ccccc3[nH]2)oc2ccccc12	2.2%	2	6	-9%	-1	0	-2	-0.5	-1
COCCNC(=O)CSc1cc(=O)n(C)c2cc(Cl)ccc12	0.3%	-8	7	-2%	-2	0	-10	0.6	24
CC(C)[C@H](NC(=O)NC1CCCc2ccccc21)C(=O)O (some centres undefined)	-1.4%	13	-1	-3%	2	-1	-16	0.6	0
CCC(Sc1nnc(C)n2c1cc1sccc12)C(=O)Nc1ccccc1F (centres undefined)	16%	·	-3	34%[activator]	14	2	-5	0.2	6
Next part:
SMILES	RXFP1 ag	D2 PAM	D1 potentiator	Apoferritin bind	TRHR PAM	D1 agonist	D1 antagonist	TRHR agonist	RXFP1 antagonist
COC(=O)c1[nH]c2ccc(F)cc2c1NC(=O)C1=COCCO1	-2.0%	6	-2	-10%	-3	0	7	0.1	-13
CCOc1ccc(OCCC(=O)OCC(=O)N2CCN(c3ccc(OC)cc3)CC2)cc1	1.1%	4	-4	·	-1	9	3	0.0	6
Cc1nnc(NC(=O)CCCCCN2C(=O)C3C4C=CC(C4)C3C2=O)s1 (centres undefined)	1.5%	-7	-9	-1%	1	1	-15	0.4	·
C=CCn1c(NCc2ccccc2O)nc2ccccc21	1.2%	2	-2	-22%	-4	3	-7	0.5	3
CCOC(=O)C(C(=O)NCc1ccc(C)cc1)c1ncc(C(F)(F)F)cc1Cl (centres undefined)	2.6%	7	-2	-22%	-4	2	-14	-1.2	3
O=[N+]([O-])c1cc(Cl)ccc1N1CCOCC1	0.7%	14	-5	-18%	-5	1	5	0.1	6
COC(=O)C(Cc1ccc(O)cc1)NC(=O)c1ccccc1OC (centres undefined)	-0.1%	-6	-5	-11%	-3	8	-9	-1.0	-2
O=C(CSc1nnc2ccccn12)c1ccc(Cl)cc1	3.5%	·	2	-8%	2	-1	6	0.2	3
CSc1ncccc1C(=O)NC(C)CCc1ccccc1 (centres undefined)	-1.5%	3	0	-6%	-2	0	3	-1.4	7
CCC(C)NC(=O)C1CCC(CNS(=O)(=O)c2cccc3nsnc23)CC1 (centres undefined)	-0.8%&-2.9%	4&0	2&-4	-4%&-2%	-2&14	2&1	-17&-17	0.0&-0.2	33&5
CCCNC(=S)N1CCC(C(=O)c2ccc(OC)cc2)CC1	0.9%	1	-1	-15%	0	13	-3	-0.9	-13
CCN(C(=O)CSc1nc2ccccc2[nH]1)c1ccccc1	-2.8%	-2	-6	-14%	-3	6	-3	-0.2	0
CCNC(=S)N/N=C(\C)c1cc2ccccc2o1	-0.7%	14	-3	-12%	-3	-1	5	-0.9	25
CCOC(=O)C1=C(CSc2nccn2C)NC(=O)NC1c1ccc(OC)cc1 (centres undefined)	-2.2%	13	-5	?	5	1	-35*	-0.5	2
COc1cc(/C=C(\C#N)c2nc3ccccc3[nH]2)cc(Cl)c1OCc1ccccc1Cl	?	15	-2	-17%	-2	1	3	1.2	·
Cc1c(N(C)CS(=O)(=O)O)c(=O)n(-c2ccccc2)n1C	0.0%	-4	-3	-11%[29.3 µM]	-2	-2	-5	0.2	10
COc1cc2cc(C(N)=O)c(N)nc2cc1OC	5.7%	-8	1	·	-13	-1	-2	0.9	-10
O=C(NCC(c1cccnc1)N1CCN(c2ccc(F)cc2)CC1)C1CCCCC1 (centres undefined)	1.5%	-2	5	-8%	0	1	-7	-0.6	-2
CC1=N/C(=C/c2ccc([N+](=O)[O-])cc2)C(=O)N1c1ccc(Cl)cc1Cl	0.1%	3	0	-16%	16	13	-1	-1.1	5
CCCCN(C)C(=O)c1nc2ccccn2c1CN(C)Cc1csc(C)n1	-0.2%	11	2	-2%	1	1	-7	0.8	-3
CC1CCCC(C)N1/N=C/c1ccccc1C(=O)O (centres undefined)	-0.3%	·	-8	-4%	1	3	-5	0.5	-13
C=CCn1c(SCC(=O)Nc2ccc(N(C)C)cc2)nnc1-c1cccc(C)c1	-0.7%	-9	-6	?	12	-2	-25	0.3	-1
Cn1c(Cc2ccccc2)nnc1SCC(=O)N1CCN(c2ccccc2)CC1	0.2%	9	2	-6%	-5	1	-3	0.5	-1
CCc1cccc(C)c1NC(=O)Cn1nnc(-c2nc(-c3ccccc3F)no2)c1N	3.0%	-5	-3	-7%	-3	7	-4	0.6	4
CCOC(=O)C1(Cc2cccc(OC)c2)CCN(C2CCOCC2)CC1	0.0%	11	-2	?	21	2	-2	0.2	9
(cont.)
SMILES	RXFP1 ag	D2 PAM	D1 potentiator	Apoferritin bind	TRHR PAM	D1 agonist	D1 antagonist	TRHR agonist	RXFP1 antagonist
Nc1nc(-c2ccco2)nn1S(=O)(=O)c1ccccc1	0.9%	11	-5	-7%	0	3	-2	0.3	-6
COc1ccccc1N(CC(=O)Nc1ccccc1C(F)(F)F)S(=O)(=O)c1ccc(C)cc1	5.4%	16	-3	79%[activator]	5	9	-15	0.2	·
COc1ccc(C2C(C(=O)Nc3ccccc3)=C(C)Nc3c(C(=O)Nc4ccccc4)cnn32)cc1 (centres undefined)	0.2%	6	-1	-11%	-6	1	8	2.8	1
Cc1cccc(N2CCN(C(=O)n3ccnc3)CC2)c1C	-0.5%	-7	-2	-11%	1	2	-2	-0.4	-2
CCOC(=O)C1CCCN(CC(=O)Nc2c(C(=O)OC)[nH]c3ccc(Br)cc23)C1 (centres undefined)	6.5%	-6	-4	5%	-15	2	-5	-1.7	0
O=C(O)CCn1ccc2cc(S(=O)(=O)N3CCCCCC3)ccc21	0.8%&0.4%	-6&16	-4&-3	-8%&-20%	-4&-4	3&1	7&-3	0.6&0.7	27&-25
Cc1cccc(N2CCN(C(=O)c3ccc(NC4=NC5CS(=O)(=O)CC5S4)cc3)CC2C)c1 (centres undefined)	0.7%	-1	0	-4%	11	0	8	0.7	-11
CC(=O)c1ccc(-c2nc3ccccc3n2C)o1	13%	3	6	440%[activator]	-11	-1	18	0.5	26
COC(=O)CSc1nnc(CNC(=O)c2cccs2)n1-c1cccc(C)c1	-0.8%	-4	-8	-8%	0	3	-3	-0.1	3
Cc1nc(Nc2ccc(S(=O)(=O)N3CCCC3)cc2)c2nnn(Cc3ccccc3)c2n1	0.5%	·	3	-6%	-4	2	-13	0.6	-6
CC(Sc1ccc2c(c1)OCCO2)C(=O)Nc1ccc2c(c1)OCO2 (centres undefined)	0.0%	-1	0	?	-2	1	-18	-0.9	-22
Cc1nn(Cc2ccccc2)c(C)c1NC(=O)CCCn1nc(C)c([N+](=O)[O-])c1C	0.9%	10	-6	0%	22	2	-1	0.6	·
O=C(CSc1nc2ncc(Cl)cc2[nH]1)N(Cc1ccccc1)C1CCS(=O)(=O)C1 (centres undefined)	1.7%	-17	-2	-4%	-3	1	16	-0.1	-6

Single records, as listed above.
CC(=O)c1ccc(-c2nc3ccccc3n2C)o1 reads RXFP1 ag = 13%; D2 PAM = 3; D1 potentiator = 6; Apoferritin bind = 440%[activator]; TRHR PAM = -11; D1 agonist = -1; D1 antagonist = 18; TRHR agonist = 0.5; RXFP1 antagonist = 26
CCOC(=O)C1CCCN(CC(=O)Nc2c(C(=O)OC)[nH]c3ccc(Br)cc23)C1 (centres undefined) reads RXFP1 ag = 6.5%; D2 PAM = -6; D1 potentiator = -4; Apoferritin bind = 5%; TRHR PAM = -15; D1 agonist = 2; D1 antagonist = -5; TRHR agonist = -1.7; RXFP1 antagonist = 0

Bioassay records from PubChem.
